ASM inhibitor: inhibitors of human secretory acid sphingomyelinase | placental ASM, HMU-PC fluorogenic substrate, 60 min | P17405 | Potency, µM (series often up to 57.5 µM), without a hit: at the highest dose activity change, negative = inhibition, usual class: inhibitors | hit rate 0.006% among 340,000; further: potency means the concentration at half of the fitted maximal effect
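HMU-PC0 cleavage (9 uM final) by human placental ASM, 60 min at 37 °C following 10 min compound exposure at RT; stopped at pH 10, fluorescence Ex 386/Em 447 nm.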
GALK inhibitor: inhibitors of human galactokinase. P51570. hit rate 0.007% among 270,000. Purified GALK, Kinase-Glo residual ATP luminescence. AID 1868. Potency, µM (top dose mostly 57.5 µM), for inactives: at the highest dose activity change, negative = inhibition, most hits filed as inhibitors; further: potency means the concentration at half of the fitted maximal effect; on the % scale 0 is the no-effect control and ±100 the full control effect
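Compounds were pin-transferred into ATP buffer (35 uM final), then GALK plus galactose (5 nM, 100 uM final) was added. After 1 h at room temperature, Kinase-Glo Plus was added and luminescence read after 10 min.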
USP2a inh: inhibitors of human ubiquitin-specific protease USP2a; USP2 core, Ub-CHOP2 coupled fluorogenic reporter, 485/531; Potency, µM (doses to about 38.3 µM), inactives show top-dose activity change, negative = inhibition, hits mostly inhibitors; hit rate 0.01% among 330,000;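 further: potency means the concentration at half of the fitted maximal effect; plate controls were DMSO wells for no effect and full inhibition by NEM control for full effect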
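USP2 core (10nM final) preincubated 30min RT with compound in 20mM Tris-HCl pH 8.0, 2mM CaCl2, 2mM beta-mercaptoethanol, 0.05% CHAPS; 25nM Ub-CHOP2 plus 25nM reporter substrate added, fluorescence (Ex485/Em531) read after 60min.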
Mito fusion act: blocks mitochondrial division or promotes mitochondrial fusion | Potency, µM (titrated, usually from 46.1 µM), for inactives: top-dose growth rescue (activation), hits mostly activators | hit rate 0.23% among 320,000 | S. cerevisiae fusion-defective mutant growth rescue, CellTiterGlo 48 h;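 further: potency means the concentration at half of the fitted maximal effect; % of control where 0% means no effect; nearly all actives have a fitted effect of over 45% in size; temperature-sensitive fusion mutants such as fzo1-1 at 37 °C on non-fermentable ethanol glycerol medium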
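Yeast fusion mutant, YPEG (non-fermentable carbon), compound, 48 h at 37C non-permissive; CellTiterGlo added, 10 min RT, luminescence read. Rescued growth = division inhibition.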
MBNL1-CUG inh: inhibitors of human MBNL1 binding to CUG repeat RNA | hit rate 0.036% among 280,000 | Potency, µM (series often up to 57.5 µM), without a hit: at the top dose activity change, negative = inhibition, usual class: inhibitors | Q9NR56 | AID 2675 | TR-FRET MBNL1-His/biotin-(CUG)12 binding, 665/545 ratio; active means well fitted inhibition curve with a large enough effect in the signal ratio, with a control signal flat, not every such curve was filed as active; inconclusive means small, poorly fitted or top-dose-only effect, or effect the other way, or a change in a side signal; inactive means no such curve, though single readings can be large or run the other way; the % refers to the signal ratio; further: potency means the concentration at half of the fitted maximal effect; on the % scale 0 is the no-effect control and ±100 the full control effect
Target sequence (Q9NR56 whole entry, looked up): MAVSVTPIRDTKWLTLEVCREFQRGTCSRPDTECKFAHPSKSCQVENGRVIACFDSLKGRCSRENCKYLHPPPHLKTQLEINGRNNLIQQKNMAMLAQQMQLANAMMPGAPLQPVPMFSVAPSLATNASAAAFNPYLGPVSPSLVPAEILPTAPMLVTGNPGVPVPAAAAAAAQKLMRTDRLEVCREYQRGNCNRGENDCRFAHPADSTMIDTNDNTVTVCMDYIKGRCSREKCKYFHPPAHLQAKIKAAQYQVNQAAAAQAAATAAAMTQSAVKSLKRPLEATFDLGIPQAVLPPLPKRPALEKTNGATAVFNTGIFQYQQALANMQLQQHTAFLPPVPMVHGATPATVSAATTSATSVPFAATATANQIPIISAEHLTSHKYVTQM
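TR-FRET between His-tagged MBNL1 and biotin-(CUG)12 RNA, detected with Tb anti-His antibody (0.055 ng/ul) and streptavidin-XL665 (5 nM), 60 min at room temperature. Compounds titrated 92 nM to 58 uM; 665/545 nm ratio normalized to buffer and complex controls.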
PKM2 activator: increases activity of human pyruvate kinase M2. P14618. purified PKM2, Kinase-Glo ATP luminescence, activation; response scale: 0% is enzyme alone, no compound. Potency, µM (top dose mostly 57.5 µM), for inactives: at the highest dose activation, actives largely listed as activators. hit rate 0.34% among 260,000; further: potency means the concentration at half of the fitted maximal effect; on the % scale 0 is the no-effect control and ±100 the full control effect; nearly all actives have a fitted effect of over 55% in size
Target sequence (P14618 whole entry, looked up): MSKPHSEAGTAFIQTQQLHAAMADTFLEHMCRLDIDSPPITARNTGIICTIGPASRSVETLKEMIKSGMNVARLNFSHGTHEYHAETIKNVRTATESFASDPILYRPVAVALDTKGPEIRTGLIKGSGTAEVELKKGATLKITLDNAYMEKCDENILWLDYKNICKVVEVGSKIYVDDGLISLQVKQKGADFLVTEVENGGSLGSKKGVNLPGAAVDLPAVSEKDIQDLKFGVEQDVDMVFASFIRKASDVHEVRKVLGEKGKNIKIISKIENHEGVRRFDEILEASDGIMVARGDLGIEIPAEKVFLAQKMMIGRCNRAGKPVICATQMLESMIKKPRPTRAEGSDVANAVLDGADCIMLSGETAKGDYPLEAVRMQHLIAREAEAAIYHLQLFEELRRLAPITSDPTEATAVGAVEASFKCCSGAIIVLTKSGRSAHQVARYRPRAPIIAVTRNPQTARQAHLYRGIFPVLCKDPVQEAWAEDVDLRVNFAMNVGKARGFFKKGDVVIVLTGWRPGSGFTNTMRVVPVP
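ATP formation by purified human PK-M2, quantified via coupled luciferase luminescence after 1 h at room temperature with 0.1 mM ADP and 0.5 mM PEP final.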
Menin MLL FP TR: menin-MLL binding inhibition, Texas Red mutant peptide; O00255; Potency, µM (top dose mostly 61.6 µM), inactives show at the top dose FP activity change, negative = inhibition, usual class: inhibitors; hit rate 0.23% among 270,000; Menin + Texas Red MLL mutant peptide, fluorescence polarization; active means well fitted inhibition curve with a large enough effect in the polarisation, with a control signal flat, not every such curve was filed as active; inconclusive means small, poorly fitted or top-dose-only effect, or effect the other way, or a change in a side signal; inactive means no such curve, though single readings can be large or run the other way; the % refers to the polarisation; further: potency means the concentration at half of the fitted maximal effect; % of control where 0% means no effect; many of its hits are not listed in these tables
Eya2 phos inh: Eya2 (human) phosphatase inhibition. hit rate 0.006% among 330,000. Potency, µM (doses to about 76.9 µM), for inactives: at the top dose activity, negative = inhibition, hits mostly inhibitors. AID 488837. recombinant Eya2, OMFP fluorescence dephosphorylation (OMFP is methylfluorescein phosphate); further: potency means the concentration at half of the fitted maximal effect; on the % scale 0 is the no-effect control and ±100 the full control effect
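Eya2 (0.2 uM) preincubated 10 min at ambient with compound, then OMFP substrate added at 50 uM; 10 min reaction in 50 mM HEPES pH 7.5, 50 mM NaCl, 5 uM MgCl2, 0.05% BSA, 1 mM DTT. Fluorescence read at Ex 485/Em 525 nm.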
Chronic BCR inh: inhibitors of chronic active B-cell receptor signaling; Potency, µM (titrated, usually from 46.1 µM), inactives show at the highest dose ratio change, negative = lower green/red ratio, hits mostly inhibitors; hit rate 0.05% among 340,000; ABC-DLBCL IkBa-CBG/CBR reporter, luminescence ratio, 4 h; AID 493014; active means well fitted inhibition curve with a large enough effect in the signal ratio, with a control signal flat, not every such curve was filed as active; inconclusive means small, poorly fitted or top-dose-only effect, or effect the other way, or a change in a side signal; the % refers to the signal ratio;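 further: potency means the concentration at half of the fitted maximal effect; plate controls were basal doxycycline-induced cells for no effect and cells given 10 µM MG132 for full effect; MG132 reads +100%, hits lower the ratio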
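TMD8 ABC-DLBCL cells carrying doxycycline-inducible green luciferase fused to IkappaBalpha plus unfused red luciferase were exposed to compounds (up to 46 uM) for 4 hrs at 37C. Activity came from the overlap-corrected green/red luminescence ratio.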
hERG WT inh: KCNH2 (human, wildtype) channel inhibition; hit rate 0.37% among 340,000; U2OS, BacMam KCNH2, thallium flux FluxOr; active compounds read low; activity change, % at 1.84 µM;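 active means maximum activity change below -70%; inconclusive means maximum activity change between -70% and -50%; inactive means maximum activity change above -50%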; further: on the % scale 0 is the no-effect control and ±100 the full control effect
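U2OS cells were transduced with wild-type KCNH2 virus (2.03 x 10^8 / mL) for 4 h at room temperature, then cultured overnight at 37 C. Thallium flux was read with FluxOr dye. Rate constants were normalized to DMSO controls.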
TSHR antagonist: blocks TSH signaling through the human TSH receptor | hit rate 0.2% among 330,000 | P16473 | activity change, negative = inhibition, % at 11.5 µM | TSHR-expressing cells, TSH-stimulated cAMP HTRF, 2 h; active compounds read low;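 active means activity change below a set negative limit, meaning inhibition stronger than a set level, cut at about -70% in these data; inconclusive means activity change between two set negative limits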; further: on the % scale 0 is the no-effect control and ±100 the full control effect
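Antagonism was scored as loss of TSH-driven cAMP in TSHR cells, stimulated with 4nM TSH (EC80) for 2 hours at 37 deg C and detected by homogeneous HTRF competition immunoassay.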
Numbers without * were called inactive; ? = inconclusive; · = no result given; [ ] = remark or other dose. Unless noted, the call rests on the fitted dose curve; in most records, active means well fitted curve in the direction sought with a large enough effect; inconclusive means small, poorly fitted or top-dose-only effect, or another doubt; inactive means no such curve, though single readings can be large; an effect the other way counts as inactive or inconclusive.

entry | Structure | ASM inhibitor | GALK inhibitor | USP2a inh | Mito fusion act | MBNL1-CUG inh | PKM2 activator | Menin MLL FP TR | Eya2 phos inh | Chronic BCR inh | hERG WT inh | TSHR antagonist
1 | COc1ccc(C(=O)Nc2ccc(Cl)c(S(=O)(=O)N3CCOCC3)c2)cc1 | -1% | · | -1% | · | · | · | · | -15% | ? | -2 | -45
2 | Cc1cc(SCC(=O)NCC(c2cccs2)N2CCOCC2)c(C)cc1Br (stereo not drawn) | -2% | · | 1% | -8% | · | · | · | 13% | ? | 2 | -4
3 | CCN(C(=O)COC(=O)c1cc(S(=O)(=O)N2CCc3ccccc32)ccc1OC)C1CCS(=O)(=O)C1 (stereo not drawn) | -2% | 0% | 1% | 2% | -1% | 6% | 22% | 1% | -1% | 3 | -13
4 | CCCC1C(c2ccc(OC)cc2)C(C#N)(C#N)C2(C#N)CC1(N)NC2=O (stereo not drawn) | -2% | 4% | 1% | 3% | 9% | -2% | 2% | -3% | ? | 7 | 6
5 | CC(/C=C/c1ccccc1)=N\NC(=S)NC(C)C | -3% | 0% | 0% | -5% | ? | -1% | -24% | -12% | ? | 32 | 7
6 | CCOC(=O)Cc1csc(NC(=O)c2cccc(OC)c2)n1 | -2% | -2% | 1% | 6% | -9% | -13% | 6% | 2% | ? | -1 | -4
7 | COc1ccc(C(=O)COC(=O)CCN=C2NS(=O)(=O)c3ccccc32)c(OC)c1 | -2% | · | 0% | 2% | · | · | · | 3% | 1% | 1 | 8
8 | COc1ccccc1OCC(=O)NCc1n[nH]c(=O)c2ccccc12 | 2% | · | 1% | 1% | · | · | · | -6% | ? | -6 | 0
9 | COc1cccc(C(=O)NCC(=O)N/N=C/c2cccs2)c1 | -2% | 3% | -3% | -3% | 10% | -18% | ? | -5% | -21% | -20 | 4
10 | Cc1ccc(Nc2nc(N)c3ccccc3n2)cc1Cl | -2% | 3% | -2% | -5% | -14% | ? | ? | -1% | ? | 8 | 9
11 | O=[N+]([O-])c1cccc(/C=N/NC2=NCCCCC2)c1 | 3% | -2% | 0% | -2% | ? | 7% | -5% | 2% | ? | 40 | 10
12 | O=C(COC(=O)Cc1ccsc1)Nc1ccc(Cl)cn1 | 2% | · | 2% | 14% | · | · | · | 24% | 18% | -2 | 37
13 | Cc1cc(=O)oc2cc(OCC(=O)NCc3cccnc3)ccc12 | 9% | 3% | 3% | -1% | 9% | -1% | 0% | 12% | 2% | 3 | -14
14 | Cc1ccccc1NC(=O)NC1(C(=O)N2CCN(C)CC2)CCCCC1 | 0% | 0% | 1% | 0% | 1% | -7% | -7% | 2% | 1% | 8 | -8
15 | CCOc1cc(/C=C\c2[nH]c(=O)[nH]c(=O)c2[N+](=O)[O-])ccc1OC(C)CC (stereo not drawn) | ? | -9% | 2% | 1% | -2% | -3% | 26% | -4% | ? | -2 | -23

Pulled one by one from the entries so far (three):
entry | Structure | ASM inhibitor | GALK inhibitor | USP2a inh | Mito fusion act | MBNL1-CUG inh | PKM2 activator | Menin MLL FP TR | Eya2 phos inh | Chronic BCR inh | hERG WT inh | TSHR antagonist
11 | O=[N+]([O-])c1cccc(/C=N/NC2=NCCCCC2)c1 | 3% | -2% | 0% | -2% | ? | 7% | -5% | 2% | ? | 40 | 10
12 | O=C(COC(=O)Cc1ccsc1)Nc1ccc(Cl)cn1 | 2% | · | 2% | 14% | · | · | · | 24% | 18% | -2 | 37
14 | Cc1ccccc1NC(=O)NC1(C(=O)N2CCN(C)CC2)CCCCC1 | 0% | 0% | 1% | 0% | 1% | -7% | -7% | 2% | 1% | 8 | -8

The list goes on.
entry | Structure | ASM inhibitor | GALK inhibitor | USP2a inh | Mito fusion act | MBNL1-CUG inh | PKM2 activator | Menin MLL FP TR | Eya2 phos inh | Chronic BCR inh | hERG WT inh | TSHR antagonist
16 | C/C(=C/C(=O)NCc1ccccc1)C(=O)O | 3% | 0% | 1% | 1% | 2% | -2% | 5% | 11% | -16% | 1 | -10
17 | CCn1c2ccccc2c2cc(NC(=O)c3coc(=O)c(Br)c3)ccc21 | · | -2% | ? | 0% | 5% | -2% | · | 14% | ? | · | -6
18 | Cc1cc(N=CC2=C(O)CC(C)(C)CC2=O)no1 | -2% | 13% | 0% | 1% | 0% | 1% | -1% | -11% | ? | -3 | -6
19 | C[n+]1ccc(/C=N/Nc2nc(Cl)c(C#N)c(Cl)c2Cl)cc1 | -19% | -6% | 2% | 7% | ? | -16% | ? | -3% | 29% | -6 | -4
20 | Cc1cc(C)nc(SC(C)C(=O)Nc2ccc(S(N)(=O)=O)cc2)n1 (stereo not drawn) | 0% | -2% | -9% | -4% | 2% | 0% | 6% | 11% | -4% | 5 | -1
21 | Cc1cc(NC(=O)c2cc(-c3ccccc3C)nc3ccccc23)no1 | -3% | 2% | -1% | 22% | 2% | -2% | 1% | 5% | ? | 4 | 1
22 | CN(C(=O)COC(=O)CCc1c[nH]c2ccccc12)C(c1ccccc1)c1ccccc1 | ? | 0% | 0% | 20% | -6% | -7% | -16% | 6% | 8% | -5 | -26
23 | COc1cc(C2C(C#N)=C(N)N(N(C)C)C3=C2C(=O)CC(C)(C)C3)ccc1O (stereo not drawn) | -1% | 1% | 2% | 6% | -4% | · | 9% | 6% | 2% | 2 | -1
24 | CCOC(=O)/C(=N\Nc1cc(Cl)ccc1Cl)N1CCN(CC)CC1 | 2% | 0% | 0% | -7% | 7% | -3% | -11% | -3% | ? | 1 | 2
25 | O=C(CSc1nnc(NC(=O)C2CC2)s1)Nc1ccccc1Cl | -3% | 1% | 2% | -1% | 6% | · | · | -22% | ? | -1 | -6
26 | COc1cccc(C(=O)NCC(c2ccco2)N2CCOCC2)c1 (stereo not drawn) | · | · | 1% | -8% | · | · | · | 9% | 10% | -5 | 9
27 | Nc1nonc1C(=O)N/N=C/c1cc2c(cc1Br)OCO2 | 4% | 0% | -1% | 1% | -2% | -2% | · | 7% | 7% | 13 | -1
28 | CC(=O)c1cccc(NC(=O)CSc2nc3ccccc3c(=O)n2CCCN2CCOCC2)c1 | -3% | · | 10% | · | · | · | · | ? | 0% | -2 | ·
29 | O=C1OC(c2ccccc2)=C/C1=C/N1CCCCC1 | -4% | 2% | 1% | -2% | ? | 3% | 30% | -13% | ? | 24 | -6
30 | COc1ccccc1CNC(=O)C(C)Sc1ccc(C)cc1 (stereo not drawn) | 4% | 7% | 4% | 8% | 4% | -9% | -16% | 1% | -2% | -1 | -6
31 | Cc1nn(C)c(C(=O)NNC(=S)NCC(C)C)c1Cl | 0% | · | 1% | -12% | -3%[11.5 µM] | 1% | -2% | 2% | ? | -1 | -10
32 | Cc1ncc([N+](=O)[O-])n1CC(=O)Nc1ccc(OC(F)(F)Cl)cc1 | -3% | 1% | -1% | 1% | 1% | · | 36%[activator] | -13% | 2% | 8 | -11
33 | CSc1ccc(/C=C(/Sc2nnc(-c3ccccc3)o2)C(=O)O)cc1 | 19% | -2% | 3% | 1% | 0% | -3% | -15% | 3% | ? | -1 | -5
34 | CCOc1cccc(C2C(C#N)=C(N)Oc3cc(C)[nH]c(=O)c32)c1OCC (stereo not drawn) | 6% | 5% | 2% | 0% | -3% | 1% | · | ? | ? | -1 | 2
35 | COc1cccc(NC(=O)Nc2ccc3c(c2)nc(C)n3C)c1 | 5% | 5% | 0% | 3% | -23% | -20% | -4% | 3% | ? | 0 | 8
36 | COc1ccc(C)cc1S(=O)(=O)N(C)CC(=O)N1CCC(C)CC1 | 0% | -3% | 2% | 13% | 6% | -9% | -6% | 1% | 2% | 5 | 5
37 | COC(=O)c1ccc(NS(=O)(=O)c2ccc(SC)cc2)cc1 | -4% | 1% | 4% | ? | -12% | 13% | 16% | 4% | -14% | 4 | -7

Bioassay records as filed in PubChem BioAssay.

An excerpt; the hit share may differ from the screen's.
